AID364: cytotoxicity toward Jurkat T cells, primary screen, cell-based, Jurkat E6.1, NIH starter set (AID 364) | Jurkat E6.1 viability, ATP luminescence, 48 h; higher % means a stronger effect | inhibition, % at 4 µM, or CC50 in µM where a hit was titrated | hit rate 2% among 3,300;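 active = concentration giving half-maximal inhibition at or below 20 micromolar; inactive = half-maximal concentration above 20 micromolar, or not dose tested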;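 also: 100% = cells treated with 4 µM doxorubicin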
HT29 cell growth-1: HT29 colon tumor cell growth inhibition, primary screen, imaging, high content imaging, 48 h, CellTiter-Glo (AID 771); growth inhibition, % at 10 µM; hit rate 2% among 3,300; HT29 cell growth, HCS imaging cell count, 48 h; stronger effect = higher value;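 active = growth inhibition above 90%, meaning viable cell count by imaging cut by more than 90% versus vehicle controls; inactive = growth inhibition below 90%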;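 also: percent fewer viable cells counted by imaging than vehicle controls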
A549 proliferation: A549 NSCLC cell proliferation inhibitors – ATP luminescence, human non-small cell lung line, primary screen (AID 371); A549 growth inhibition, ATP luminescence; stronger effect = higher value; growth inhibition, % at 10 µM; hit rate 8.4% among 3,300;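 active = mean growth inhibition over the two runs of 50% or more; inactive = mean growth inhibition under 50%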;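 also: compound exposure lasted 72 h before the ATP read; 0% = untreated cell signal and 100% = no luminescence left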
AID772: HT29 colon tumor cell growth inhibition, primary screen, imaging, high content imaging, 72 h, CellTiter-Glo (AID 772) | HT29 cell growth, HCS imaging cell count, 72 h; stronger effect = higher value | growth inhibition, % at 10 µM | hit rate 0.6% among 3,300;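 active = growth inhibition above 90%, meaning viable cell count cut by more than 90% versus vehicle controls; inactive = growth inhibition below 90%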
HT29 cell growth-2: HT29 colon tumor cell growth inhibition, primary screen, imaging, high content imaging, 24 h, CellTiter-Glo (AID 770) | HT29 cell number by imaging, 24 h; stronger effect = higher value | growth inhibition, % at 10 µM | 3,300 tested, under 10 active;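 active = growth inhibition above 90% in viable cell count at a single dose; inactive = growth inhibition below 90%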
HT29 cell growth-2 condensed nuclei: further read-out of HT29 cell growth-2, marked with its call; condensed nuclei, %; measured here: percent cells with condensed nuclei;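 share of cells whose nuclear area falls below control median minus 1.5 SD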
HT29 cell growth-2 ATP viability: second read-out of HT29 cell growth-2, no call of its own (marks repeat the call); growth inhibition, %; measured here: ATP CellTiter-Glo viability
HT29 cell growth-1 condensed nuclei: recorded beside HT29 cell growth-1, whose call it bears; condensed nuclei, %; measured here: percent cells with condensed nuclei;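 condensed means Hoechst nuclear area under control median minus 1.5 SD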
HT29 cell growth-1 ATP viability: also measured in HT29 cell growth-1; calls as there; growth inhibition, %; measured here: ATP CellTiter-Glo viability inhibition
AID772 condensed nuclei: recorded beside AID772, whose call it bears; condensed nuclei, %; measured here: percent cells with condensed nuclei;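 condensed means nuclear area below control median minus 1.5 SD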
AID772 second: also measured in AID772; calls as there; growth inhibition, %; measured here: ATP CellTiter-Glo viability
An asterisk follows results filed as active; nt = not tested or not shown; & = joins results of further samples.

SMILES	AID364	HT29 cell growth-1	HT29 cell growth-1 condensed nuclei	HT29 cell growth-1 ATP viability	A549 proliferation	AID772	AID772 condensed nuclei	AID772 second	HT29 cell growth-2	HT29 cell growth-2 condensed nuclei	HT29 cell growth-2 ATP viability
CC(NC(=O)CSc1nc2c(cc1C#N)CN(C)CC2)c1ccccc1 (configuration not stated)	0%	32	0.6	3	13	66	4	32	33	2.3	-4
c1ccc2c(c1)[nH]c1c(N3CCC4(CC3)OCCO4)ncnc12	30%	76	0.8	32	34	84	5	64	3	1.3	6
OC[C@H]1O[C@@H](n2cnc3c(Nc4ccccc4)ncnc32)[C@H](O)[C@@H]1O	22%	9	2.7	nt	0	-60	8	12	22	3.5	-3
O=C(C1CCCCC1)N1CC(=O)N2CCc3ccccc3C2C1 (configuration not stated)	0%&-2%	35&-5	8.8&2.4	13	4&4	42&-28	14&2	19&-35	-23&26	5.6&4.5	-18&-14
COC(=O)C(NC(C)=O)(Nc1ccccn1)C(F)(F)F (configuration not stated)	9%	-37	2.7	-13	1	-6	2	-8	-46	3.2	-11
COC(=O)c1ccc(Oc2nc3ccccc3n3c(C)nnc23)cc1	-4%	37	3.4	6	-4	29	2	6	-35	4.2	-14
CCOC(=O)c1cc(C)n(Cc2cccc(OC)c2OC)c1C	-4%	-26	2.1	7	24	16	6	15	0	1.9	-8
COC(=O)CSCC(=O)Nc1cc2c(cc1C(C)=O)OCO2	4%	26	2.5	-5	4	-4	5	-6	-60	3.5	-18
O=C(COc1ccc(Cl)cc1)Nc1ccccc1CO	-7%	1	3.5	8	7	-37	2	-18	11	2.0	2
CCCNc1ncnc2c1cnn2-c1ccc(OC)cc1	-3%	33	1.6	9	8	50	16	41	-22	3.4	-4
COc1cccc(-c2nc(N3CCCCC3)c3ccccc3n2)c1O	-1%	8	2.5	-17	49	-42	4	-15	-3	3.6	-17
O=C(NCc1ccco1)c1ccc(=O)oc1	2%	23	1.4	10	-3	-39	2	-42	12	3.8	-9
COC(=O)C1=C(N)Oc2cc(C)oc(=O)c2C1c1ccncc1 (configuration not stated)	-9%	-1	2.0	3	-2	10	5	3	-1	1.1	0
Clc1ccc(COc2ccccn2)c(Cl)c1	-12%	40	4.2	-1	2	19	6	-13	-3	5.0	4
[N-]=[N+]=CC(=O)c1ccnc(C(=O)C=[N+]=[N-])c1	0%	23	2.1	19	24	-42	2	-55	-15	2.2	-10
CN(C)C=C1C(=O)c2ccccc2C1=O	6%	-3	3.2	-3	19	26	8	6	-6	4.9	-8
CSc1ccc2c(c1)N(CCC1CCCCN1C)c1ccccc1S2 (configuration not stated)	10%	9	2.9	nt	93*	6	3	-10	11	4.5	-9
Cc1ccc(OCC(=O)NCC(=O)n2nc(C)cc2C)cc1	-1%	-8	1.1	-23	2	-54	3	-44	22	3.7	-3
COc1ccc(C2CC(=O)C(C=NCCN3CCOCC3)=C(O)C2)cc1 (configuration not stated)	-4%	-3	3.1	-32	6	7	5	-30	30	0.9	-15
C=CCNc1nc(-c2cccc(OC)c2O)nc2ccccc12	3%	-6	3.7	-14	24	2	3	-73	1	2.0	5
CNCCC=C1c2ccccc2CCc2ccccc21	-8%	98*	33*	nt	80*	47	24	97	83	11	55
Cc1cc2c(c(=O)o1)C(CC(C)C)C(C#N)=C(N)O2 (configuration not stated)	5%	40	5.3	37	-1	18	3	-9	-11	4.8	-12
CC(C)CC(=O)Nc1ccccc1N1CCCC1	-3%	1	1.7	-6	3	33	4	-1	8	2.6	-8
COc1cccc(NC(=O)CC2SC(=Nc3ccccc3)NC2=O)c1 (configuration not stated)	1%	20	2.7	-25	19	19	4	-72	-11	3.9	-7
CCN(CC)C(=O)CN(C#N)c1nc(NC(C)C)nc(NC(C)C)n1	-3%	-22	6.1	-12	5	38	6	13	-58	4.3	-5
CSCCC(CO)NC(=O)OCc1ccccc1 (configuration not stated)	2%	9	0.5	-5	4	56	1	-38	11	3.2	-15
Nc1c2c(nc3ccccc13)N(c1ccccc1)CC2	11%	-31	2.1	1	25	44	3	10	-26	3.2	-10
C=CCn1cnc2c(c1=O)c1nc3ccccc3nc1n2-c1ccc(C)cc1	-10%	18	6.6	2	47	31	2	-3	-24	1.9	-3
Cn1c(=O)n(CCc2ccccc2)c(=O)c2c1ncn2Cc1ccccc1	-1%	20	2.6	-14	43	-21	3	-15	28	2.9	-9
CCOC(=O)c1[nH]c2ccc(C)cc2c1N=CN(CC)CC	2%	8	2.3	8	5	2	12	-13	-41	2.9	-1
c1ccc(-n2ncc3c(NCC4CCCO4)ncnc32)cc1 (configuration not stated)	3%	24	6.1	18	34	34	7	32	20	2.9	-9
Cc1ccc(-c2n[nH]c(=O)c3ccccc23)cc1S(=O)(=O)NCCN1CCOCC1	-2%	49	5.3	-15	15	-71	6	-39	8	4.9	-8
O=C(O)c1cc2n(n1)C(C(F)(F)F)CC(c1ccccc1)N2 (configuration not stated)	-3%	24	1.9	-7	0	-20	6	-27	4	6.0	-15
NC(=O)c1cc(-c2ccccc2)nc(Oc2ccccc2)n1	16%	-7	2.2	-9	18	25	9	-15	-18	4.0	-7
N#CC(C#N)C(c1ccsc1)c1c(-c2ccccc2)[nH][nH]c1=O (configuration not stated)	3%	-7	2.4	5	7	2	2	8	-18	4.0	8
N#Cc1nc(COc2ccc(Cl)cc2)oc1N1CCN(Cc2ccccc2)CC1	-1%	65	2.6	43	22	86	8	70	-4	4.5	15
CC/C(=N\O)c1ccc(OC)c(OC)c1	-3%	6	3.5	3	-1	32	5	0	-28	0.8	-4
CCCCOC(=O)CSc1nc(N)c(C#N)c(-c2ccc(OC)cc2)c1C#N	4%	8	8.1	-2	-1	-11	2	1	-12	2.5	-9
CCOC(=O)/C(C#N)=C1\Nc2ccccc2N=C1N(CC(C)C)CC(C)C	4%	9	3.0	16	42	16	3	-1	-28	6.0	10
CC1(C)Nc2ccc(O)cc2-c2c1ssc2=S	-12%	-24	1.9	-22	14	-51	4	-17	0	4.2	-13
CC(=O)Nc1ccc(S(=O)(=O)Nc2nc3n(n2)C(c2ccccc2)CC(=O)N3)cc1 (configuration not stated)	-4%	-26	3.4	-2	-3	22	12	-1	-47	2.9	-7
CC(C(=O)N1CCCCC1)N1C(=O)c2ccccc2C1=O (configuration not stated)	0%	-40	3.1	-10	-14	-104	3	-42	-24	3.0	-5
COc1ccc(CSC2=NCCN2)cc1Cl	1%	-5	3.5	-6	27	-10	3	-28	33	2.6	1
CN(C)c1nc2sc3c(c2c(=O)n1C)CC(C)(C)OC3	-1%	1	16	-1	10	-6	7	16	15	3.8	6
Cc1ccc(N2CN=c3s/c(=C\c4cccnc4)c(=O)n3C2)cc1	7%	27	4.3	-17	0	-18	9	4	8	1.9	6
C/C(=N\O)C(=O)NCCCn1ccnc1	5%	-20	0.7	-6	-6	-4	6	-1	-22	3.7	6
N#CCCSCc1ccc(OCC(=O)O)cc1	-6%	80	2.4	-5	3	-26	5	-24	-20	2.3	-12
CC(=O)Nc1ccc(-c2cc3ccccc3o2)cc1	-16%	25	0.7	1	31	3	6	-20	29	5.6	-4
N#CC1=C(N)OC2=C(C(=O)CCC2)C1CCc1ccccc1 (configuration not stated)	7%	44	4.2	2	-3	12	5	-16	-14	3.6	-3
O=C(Oc1cccnc1)c1ccco1	3%	0	1.0	-7	2	-38	3	-26	-27	2.8	-10

Sorted by value in AID772 condensed nuclei (rising): some entries from above
molecule,AID772 condensed nuclei
COc1ccc(CSC2=NCCN2)cc1Cl,3
CC(=O)Nc1ccc(-c2cc3ccccc3o2)cc1,6
CN(C)c1nc2sc3c(c2c(=O)n1C)CC(C)(C)OC3,7

Single records, as listed above. Order of screens: AID364 | HT29 cell growth-1 | HT29 cell growth-1 condensed nuclei | HT29 cell growth-1 ATP viability | A549 proliferation | AID772 | AID772 condensed nuclei | AID772 second | HT29 cell growth-2 | HT29 cell growth-2 condensed nuclei | HT29 cell growth-2 ATP viability
CC(=O)Nc1ccc(-c2cc3ccccc3o2)cc1 in the list: -16% | 25 | 0.7 | 1 | 31 | 3 | 6 | -20 | 29 | 5.6 | -4
N#CCCSCc1ccc(OCC(=O)O)cc1 in the list: -6% | 80 | 2.4 | -5 | 3 | -26 | 5 | -24 | -20 | 2.3 | -12
COc1ccc(CSC2=NCCN2)cc1Cl in the list: 1% | -5 | 3.5 | -6 | 27 | -10 | 3 | -28 | 33 | 2.6 | 1
N#CC1=C(N)OC2=C(C(=O)CCC2)C1CCc1ccccc1 (configuration not stated) in the list: 7% | 44 | 4.2 | 2 | -3 | 12 | 5 | -16 | -14 | 3.6 | -3
CC(=O)Nc1ccc(S(=O)(=O)Nc2nc3n(n2)C(c2ccccc2)CC(=O)N3)cc1 (configuration not stated) in the list: -4% | -26 | 3.4 | -2 | -3 | 22 | 12 | -1 | -47 | 2.9 | -7

Bioassay records from PubChem.

Only part of the results is shown; count on the stated rates, not on these rows.
